TTR transcr act – activators of transthyretin transcription | AID 1117267 | activation, % at 16.7 µM | SH-SY5Y TTR promoter Gaussia luciferase, luminescence; 100% = recombinant luciferase protein wells | hit rate 1.3% among 92,000;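 active = activation above the mean of all tested compounds plus 3 SD, cut at about 9.5% in these data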;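 also: cells exposed to compounds for one day before reading; 0% = median of all test compound wells on the plate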
Numbers without * were called inactive. A portion of the library; the hit share may differ from the screen's.

SMILES,TTR transcr act
C=CCNC(=S)Nc1nc2c(cc1C(=O)OCC)CCCC2,-1.9
O=C(Nc1nnc(-c2ccc(Cl)cc2)o1)c1ccc(N2C(=O)CCC2=O)cc1,-0.2
On1c(-c2ccccc2)nc2ccc(Cl)cc21,-1.2
CC1(C(=O)Nc2ccc3c(c2)OCCO3)CCC(=O)N1CCOc1ccccc1 (stereo not drawn),1.1
CC(C)CNC(=O)c1noc2c1CCCC2,-0.3
CCCCN(C(=O)CSc1nnc2ccccn12)c1c(N)n(Cc2ccccc2)c(=O)[nH]c1=O,4.3
CCS(=O)(=O)N1CCN(C(=O)c2cc(OC)cc(OC)c2)CC1,1.3
COc1ccc(SCC(O)Cn2c3ccccc3c3ccccc32)c(OC)c1 (stereo not drawn),2.6
CN1CCN(C2=NC(=O)/C(=C/c3cn[nH]c3-c3ccccc3)S2)CC1,0.6
COc1ccc(CCNc2ncnc3c2nnn3Cc2ccccc2)cc1,0.8
CCOc1ccc(C(=O)NC2CC3CCCC(C2)N3Cc2ccccc2)cc1 (stereo not drawn),-0.9
O=C(Nc1cc(Cl)cc(Cl)c1)N1CCCN(Cc2ccccc2)CC1,-0.5
CC1(C)NC(=O)N(CC(O)CN(c2ccccc2)S(=O)(=O)c2ccccc2)C1=O (stereo not drawn),-1.0
Cc1nnc(Cc2ccco2)c2n[nH]c(C)c12,-0.3
COc1ccc(CN(CC(=O)NC2CCCC2)C(=O)CN2C(=O)COc3ccccc32)cc1,-0.9
Cc1ccc(-n2nnc(-c3ccnc4ccccc34)n2)cc1,-3.5
COc1cccc(NC(=O)CN(C)C(=O)CSCC(=O)Nc2ccc(C)cc2)c1,-0.3
C[C@H]1[C@@H](NC(=O)c2ccc(O)cc2)CC[C@@]23CCCN2C(=O)CCC[C@@H]13,-1.1
COc1ccc(C2=NOC(C(=O)NCc3cccs3)C2)cc1OC (stereo not drawn),-1.1
CC(=O)c1ccc(N2CCN(C(=O)c3ccc(OCc4c(C)noc4C)cc3)CC2)cc1,-0.9
O=C(c1ccccc1)n1ccc(-c2cnc(-c3ccccc3)s2)n1,-0.8
Cc1ccccc1CC1(CO)CCCN(C(=O)c2cc(Cl)ccc2F)C1 (stereo not drawn),-0.9
CC(C)(C)OC(=O)NC(Cc1ccccc1)C1CC(C#N)C(=O)O1 (stereo not drawn),1.4
COc1ccc(C(=O)NNC(=O)c2cc3cc(OC)ccc3oc2=O)cc1,0.8
O=C(COC(=O)c1cc([N+](=O)[O-])ccc1N1CCOCC1)NCc1ccc(F)cc1,1.1

Following part:
SMILES,TTR transcr act
COc1ccc2c(c1)c1ncn(CCN3CCCCC3)c(=O)c1n2C,1.6
O=c1cc(-c2ccc(O)cc2)oc2ccc(O)cc12,-1.1
COc1ccc(C(=O)NC(C(=O)NCC(=O)Nc2c(C)cccc2C)C(C)C)cc1 (stereo not drawn),-0.3
O=C(NC(Cc1ccccc1)C(=O)O)/C(=C/c1ccccc1)NC(=O)c1ccccc1 (stereo not drawn),-0.3
CC(C)Oc1ccc(S(=O)(=O)N2CCOCC2)cc1NC(=O)CC1OC(=O)c2ccccc21 (stereo not drawn),0.4
CN(CC(=O)Nc1ccc(F)c(F)c1F)C(=O)/C=C/c1ccco1,-0.1
CCN(c1ccc(NC(=O)CSc2nnc3nc(C)cc(C)n23)cc1)C(C)C,0.9
Nc1ccccc1C#CCCCCO,0.2
O=[N+]([O-])c1ccc(NCCOc2ccccc2Cl)nc1,-2.1
O=C(Cc1ccccc1)NNC(=S)NC(=O)c1cccnc1,-1.7
CCc1c(C)n([O-])c2c([n+]1=O)CCCCC2,0.9
Cc1noc(C)c1C(=O)N1CCN(c2ccc(OCc3ccccc3)cc2)CC1,1.3
COc1ccc(N2CCC(CNC(=O)Nc3cccc(OC)c3)C2)cc1 (stereo not drawn),1.3
O=S1(=O)c2ccc(N3CCC[C@@H]3CO)cc2OCCCN1C1CC1,3.8
O=C(CNC(=O)Cn1ccc2ccccc2c1=O)NCCCN1CCN(c2cccc(Cl)c2)CC1,-1.7
Cc1nc2sc(C(=O)NCc3ccc4c(c3)OCO4)c(N)c2c(C)c1Cl,0.5
C=CCn1c(SCC(=O)Nc2ccc(-c3nc4ccc(C)cc4s3)cc2)nnc1-c1ccncc1,1.8
CCN1CCN(c2ccc(S(=O)(=O)N3CCCC3)cn2)CC1,1.8
CCC(=O)NCCCCCCCCCNC(=O)CC,1.2
COc1ccccc1-c1cc(C(=O)NCCN2CCOCC2)no1,-0.8
CC(=O)c1c(COC(=O)c2ccc(F)cc2)nc2ccccc2[n+]1[O-],-1.3
COC(=O)c1ccc(NC(=O)CSc2nc3ncccc3[nH]2)cc1,-1.4
O=C(Cn1nc(C(F)(F)F)c2c1CCC2)Nc1ccccc1C(F)(F)F,0.3
CC1=C(C(=O)N2CCOCC2)CC(CC(=O)NCCCCc2ccccc2)C(=O)N1CCC1=CCCCC1 (stereo not drawn),0.2
O=C(c1ccc(Cl)cc1)N1CCC(N2CCC(C(=O)N3CCOCC3)CC2)CC1,-0.7

Further results.
| Compound | TTR transcr act |
| --- | --- |
| COc1ccc(Cl)cc1C(=O)NNC(=O)c1n[nH]c2ccccc12 | 1.1 |
| CSc1ncccc1C(=O)OCC(=O)NC12CC3CC(CC(C3)C1)C2 | 0.8 |
| COCCNS(=O)(=O)c1ccc(OCC(=O)OC)c(Cl)c1 | 1.1 |
| CCOC(=O)C1=C(C)C(c2cccc(Oc3ccccc3)c2)NC(=S)N1 (stereo not drawn) | -0.8 |
| OC(CCCC(O)c1ccccc1)c1ccccc1 (stereo not drawn) | -2.1 |
| CCOc1ccc2nc(N/C(N)=N/S(C)(=O)=O)nc(C)c2c1 | 4.8 |
| COCCNC(=O)c1cc(-c2ccccc2)nn1CC1CC(c2cccnc2)=NO1 (stereo not drawn) | -0.7 |
| Cc1nn(Cc2ccccc2Cl)c(C)c1C(=O)NCCN1C(=O)S/C(=C\c2ccccc2)C1=O | 0.2 |

Later entries
| Compound | TTR transcr act |
| --- | --- |
| CC(C)C(=O)N1CCN(c2ccccc2NC(=O)c2ccc(C#N)cc2F)CC1 | -0.8 |
| Cc1ccc(S(=O)(=O)N/N=C/c2cccc3nccnc23)cc1 | -0.3 |
| CC(C)(C)c1ccc(C(=O)Nc2ccc(F)cc2)s1 | -1.5 |
| O=c1cc(-c2ccccc2)nc2cc(-c3ccc(F)cc3)[nH]n12 | 1.5 |
| CSc1sc(C(=O)N(C)C)cc1S(=O)(=O)C(C)C | 0.3 |
| CC1(C(=O)Nc2cccnc2)Cc2c(-c3ccc4c(c3)OCO4)ccnc2O1 (stereo not drawn) | -1.7 |
| O=c1c([N+](=O)[O-])c(Cl)c2ccccc2n1Cc1ccccc1 | -1.6 |
| CC1CCN(C(=O)CSc2nnc(CNC(=O)c3ccco3)o2)CC1 | -0.1 |

The listing continues:
| Compound | TTR transcr act |
| --- | --- |
| Cc1ccc(F)cc1NC(=O)CCc1c(C)[nH]c(=O)c(C#N)c1C | -0.6 |
| O=C(Nc1cc(S(=O)(=O)Nc2ccc(Cl)cc2)ccc1O)c1ccc(S(=O)(=O)N2CCCCCC2)cc1 | -2.5 |
| O=C(NCc1csc2ccccc12)Nc1cc(Cl)cc(Cl)c1 | 1.4 |
| COc1ccc(C)cc1S(=O)(=O)Nc1cc(Cl)ccc1Cl | 0.3 |
| CCOC(=O)c1c(NC(=O)CN2C(=O)NC3(CCCCC3C)C2=O)sc(C)c1CC (stereo not drawn) | -1.8 |
| COc1ccc(CNC(=O)COC(=O)c2ccc(S(=O)(=O)N3CCCCC3)cc2)cc1 | -0.6 |
| CCN(CC)CCN1C(=O)C(=O)/C(=C(/O)c2c(C)[nH]c(C(=O)OC)c2C)C1c1ccccc1 (stereo not drawn) | 0.6 |
| COc1ccc(CNC(=O)[C@H](Cc2c[nH]c3ccccc23)NC(=O)[C@@H]2Cc3ccccc3CN2)cc1 | -1.7 |

Further compounds:
| Compound | TTR transcr act |
| --- | --- |
| CCOC(=O)c1ccc(-c2ccc3oc(-c4ccsc4)cc(=O)c3c2)cc1F | -0.2 |
| COc1ccc([C@H]2CC(=O)C=C(c3ccc4ncccc4c3)C2)cc1OC | -3.9 |
| Cc1cc(C=O)c(C)n1-c1ccc(Oc2ccc([N+](=O)[O-])cn2)cc1 | 0.0 |
| CC1(C)CC(=O)C2=C(C1)OC(N)=C(C#N)C2c1ccc(OC(=O)N2CCOCC2)cc1 (stereo not drawn) | 7.2 |
| S=C(NCc1ccccn1)Nc1ccccc1 | 3.2 |
| Cc1ccc(S(=O)(=O)N2CCN(C3CC4CCC3C4)CC2)cc1 (stereo not drawn) | 2.9 |
| Cc1cc(NC(=O)CN(C)S(=O)(=O)c2ccc(-c3ccc(=O)[nH]n3)s2)ccc1Br | -2.7 |
| O=C(Nc1ccc2c(c1)OCCO2)c1cc(-n2cnnc2)ccc1Cl | 5.5 |

The list continues:
| Compound | TTR transcr act |
| --- | --- |
| Cc1cccc(Nc2nc(N)c([N+](=O)[O-])c(N3CCN(C)CC3)n2)c1 | 0.6 |
| CC[C@]12C(=O)N(C)C[C@H]([C@@H]3C(=O)N(C)C(=O)[C@@H]31)N2C(=O)c1ccc(C(F)(F)F)cc1 | -0.5 |
| CC(C)=CC(=O)Nc1ccc(Cl)cc1 | -0.1 |
| Cc1ccc(CS(=O)(=O)CCC(=O)NCCC(C)C)cc1 | -2.4 |
| CC1CCN(CCCCOc2cccc(Br)c2)CC1 | 0.9 |
| Cc1cccc(C)c1NC(=O)c1ccc(-c2cc(F)ccc2F)o1 | 1.3 |
| O=C(CSc1nnc(C2CCCCC2)o1)Nc1ccccc1Cl | -1.2 |
| CCN(CC)c1ncnnc1-c1ccccc1 | 5.6 |

Other compounds:
| Compound | TTR transcr act |
| --- | --- |
| Cc1cc(C)c(S(=O)(=O)Nc2nccs2)c(C)c1 | -0.5 |
| COC(=O)Cn1cnc2c(nnn2-c2ccc(C)cc2)c1=O | 2.1 |
| COc1cc(/C=N/O)cc(Cl)c1OC | 0.8 |
| N#C/C(=C\c1ccc(-c2ccc(F)cc2)o1)C(=O)Nc1nc(-c2cccs2)cs1 | -0.8 |
| CC1(C)CC(NS(=O)(=O)c2ccc(Cl)cc2)CC(C)(C)N1 | 0.0 |
| CCOC(=O)c1sc(NC(=O)CN2CCN(c3ccccc3)CC2)nc1C | 1.6 |
| CC(C)n1c(=O)c2ccccc2n1Cc1cn(CCc2c[nH]c3ccccc23)nn1 | 2.3 |
| CC(=O)c1cc2c(cc1NC(=O)CN1CCOCC1)OCO2 | 8.9 |

Other records follow:
| Compound | TTR transcr act |
| --- | --- |
| O=C(Nc1ccc(N2CCOCC2)cc1)c1ccc2c(c1)OCO2 | -0.8 |
| CCCC(=O)Nc1cccc(-c2nc3ccccc3c(=O)o2)c1 | -2.6 |
| CN1OC[C@@H]2CN(C(=S)Nc3ccc(C#N)cc3)[C@H](c3ccc(N4CCCCC4)cc3)C[C@@H]21 | -0.3 |
| N#C/C(=C\c1ccc(OCc2ccc(Br)cc2)cc1)C(=O)Nc1cccc(C(=O)O)c1 | 1.1 |
| CCOC(=O)CN1C(=O)N[C@@H](c2cccc(C(F)(F)F)c2)C(C(=O)OC)=C1C | 0.8 |
| COc1ccc(OC)c2c(C)c(C)[nH]c12 | 0.8 |
| O=C(c1cc(S(=O)(=O)N2CCN(c3ccccc3)CC2)ccc1Cl)N1CCCCCCC1 | -0.1 |
| CCSC1=NCCN1S(=O)(=O)c1ccccc1 | -0.9 |

More entries:
| Compound | TTR transcr act |
| --- | --- |
| NCCSC1CC(=O)N(Cc2ccc(F)cc2)C1=O (stereo not drawn) | 3.1 |
| O=C(CSc1nc2ccccc2c(=O)n1Cc1ccc(Cl)cc1)NCc1cccs1 | 0.2 |
| N#Cc1ccccc1S(=O)(=O)N1CCN(c2nc(-c3cccs3)nc3ccccc23)CC1 | 0.6 |
| CCc1ccc(-c2nc(CS(=O)CC(=O)NCCc3ccccc3)c(C)o2)cc1 (stereo not drawn) | -0.1 |
| COCCN(CC1CCCN(C2Cc3ccccc3C2)C1)C(=O)CSC (stereo not drawn) | -0.3 |
| CO[C@H]([C@H](C)/C=C/N(C)C=O)[C@@H](C)C(=O)CC[C@H](C)[C@H](O)[C@H](C)[C@H]1OC(=O)/C=C/C(C)=C/C[C@H](O)C[C@@H]2C=CC[C@@H](C[C@H](OC)[C@@H](CO)[C@@H](OC)C[C@@H](OC)[C@@H]1C)O2 | 1.4 |
| CCN(CC)C(=O)[C@H]1C[C@H](CC(=O)NCc2ccc(OC)c(OC)c2)C(=O)N2CCc3c([nH]c4cc(CCC(=O)N(C)C)ccc34)[C@]12C | -1.0 |
| CC(C(=O)NCCN1CCOCC1)(c1ccccc1)c1ccccc1 | -0.9 |

Next section.
| Compound | TTR transcr act |
| --- | --- |
| C(=N\n1cnnc1)/c1ccc(OCc2ccccc2)cc1 | -0.9 |
| Cc1ccc2ncnc(Oc3ncccc3[N+](=O)[O-])c2c1 | -0.1 |
| Cc1nc(CCNC(=O)C2CCC(=O)N(Cc3cccc(F)c3)C2)sc1C (stereo not drawn) | -0.3 |
| CCOc1ccc(C(=O)Nc2ccc(S(=O)(=O)N3CCN(C)CC3)cc2)cc1 | -2.2 |
| O=C(CC(=O)N/N=C/c1ccc(F)cc1)N/N=C/c1ccc(F)cc1 | -1.7 |
| NC(=O)CN1CCN(c2nc(-c3ccc(F)cc3)cs2)CC1 | -0.1 |
| CCN(CC)C(=O)CNC(=S)N(CCCN1CCOCC1)Cc1cccs1 | 0.0 |
| O=S(=O)(c1ccccc1Cl)N1CCC(O)(c2cccnc2)CC1 | 0.6 |
| COc1ccc(OC(=O)CCc2c[nH]c3ccccc23)cc1 | 1.8 |
| C[C@H](CO)N1C[C@H](C)[C@H](CN(C)C(=O)Nc2ccccc2F)OCc2cnnn2CCCC1=O | -0.5 |

Source: PubChem
